GPR119 beta-arrestin: off-target GPR119 activation – cell-based, PathHunter beta-arrestin, luminescence, set 2, counter-screen for GPR151 activator project, confirmation (AID 1508607). 2,300 tested, 0.9% active. Glucose-dependent insulinotropic receptor (Homo sapiens). GPR119 PathHunter beta-arrestin cells, luminescence, 90 min; active compounds read high. activation, % at 11.2 µM;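 active = mean percent activation across replicates above the counterscreen hit cutoff of 9.17%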;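 note: 0% = median of sample wells and 100% = wells given EA reagent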
GPR151 activators: GPR151 activators, triplicate retest, confirmation, cell-based, PathHunter beta-arrestin, luminescence, set 2 (AID 1508608); GPR151 PathHunter beta-arrestin cells, luminescence, 90 min; active compounds read high; 100% = signal from added EA reagent; activation, % at 11.2 µM; 2,300 tested, 0.9% active;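 active = mean activation across replicates above 26.72%, the hit cutoff set for this confirmation screen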;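 note: 0% = plate median of compound wells and 100% = EA reagent high control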
The depositor's hits bear a star.

SMILES	GPR119 beta-arrestin	GPR151 activators
CC(C)CS(=O)(=O)c1nn2c(N)c(/C=C3\C=CC(=O)C(O)=C3)c(=O)nc2s1	-2.4	0.9
COc1cc2c(cc1OC)n(CC(=O)Nc1ccc(C)c(C)c1)n1c(C)cc(=O)nc21	0.7	3.8
Cc1nnsc1C(=O)N/N=C/c1ccc(OC(F)(F)F)cc1	-1.4	3.9
O=C(NCC(O)c1ccccc1)c1c(Cl)cccc1Cl (stereo not drawn)	-3.9	8.7
COc1ccc(N2CCN(C3CC(=O)NC3=O)CC2)cc1 (stereo not drawn)	-2.7	-2.9
COc1ccc(/C=N/NC(=O)c2ccccc2O)c2ccccc12	-0.4	0.9
O=C(c1ccccc1F)N1CCN(C2CC(=O)N(c3cccc(Cl)c3)C2=O)CC1 (stereo not drawn)	-0.9	-4.2
Cn1c(C(=O)Nc2ccc(F)cc2)cc2c(=O)oc3ccccc3c21	-2.2	-4.9
CC1=C(C(=O)OCc2ccco2)C(c2ccc(F)cc2)NC(=O)N1 (stereo not drawn)	0.9	3.7
CCN(CC)C(c1cccs1)c1c(O)[nH]c(=S)[nH]c1=O (stereo not drawn)	-1.5	5.8
Cc1ccc(Nc2ncnc3sc(C)c(C)c23)cc1F	-1.1	7.8
COc1ccc(CN(C)C2CCN(C)CC2)cc1C	2.4	-3.6
CSc1ncc(CN2CCC(CO)(Cc3ccccc3Cl)CC2)cn1	1.0	-1.0
COC(=O)c1ccc(C2C(C#N)=C(N)Oc3n[nH]c(C45CC6CC(CC(C6)C4)C5)c32)cc1 (stereo not drawn)	3.9	17.1
COC(=O)C1=C(N)n2c(s/c(=C\c3ccccc3)c2=O)=C(C#N)C1c1ccccc1 (stereo not drawn)	5.9	5.8
CCOC(=O)c1cnc2c(OC)cccc2c1N1CCN(CC)CC1	-1.9	-0.6
O=C(NC(=S)N1CCN(c2ccc([N+](=O)[O-])cc2)CC1)c1ccc(F)cc1	0.6	7.2
C=C(CC(NP(=O)(OCC)OCC)(C(=O)OC)C(F)(F)F)c1ccccc1 (stereo not drawn)	3.9	1.4
CCN(CC)CCNC1=CC(=O)OC12CCCCC2	-3.7	-1.8
COc1ccc(-c2nc(-c3ccc(NC(=O)c4ccc(Br)o4)cc3)no2)cc1OC	14.8*	7.0
O=C(Nc1ccccc1-c1nc2ccccc2s1)c1ccc([N+](=O)[O-])cc1	-1.6	-1.0
C[C@H]1NC(=O)[C@H]2CN(C(=O)NCc3ccccc3)CCN2C1=O	2.6	10.5
O=C(COc1ccccc1)N/N=C/c1ccccc1[N+](=O)[O-]	-1.4	-8.8
Cc1ncc(CO)c2cc(C(N)=O)c(=Nc3ccc(C#N)cc3)oc12	-1.4	-2.9
CC(=O)NCC1Cc2cc(F)cc(-c3ccc(C(C)=O)s3)c2O1 (stereo not drawn)	-2.6	2.2

Further results follow:
SMILES	GPR119 beta-arrestin	GPR151 activators
CCN(Cc1ccccc1)C(=O)C1c2ccccc2Oc2ccccc21	2.2	-4.3
Cc1ccc([N+](=O)[O-])cc1NC(=O)c1snnc1C	0.9	3.7
COc1ccc(CCNC(=O)/C=C\C(=O)O)cc1OC	-0.7	1.6
S=c1[nH]nc(OCc2ccc(Cl)cc2Cl)n1-c1ccccc1	-1.7	-1.1
CCOC(=O)C1CCC(CN(Cc2ccccc2Cl)S(=O)(=O)c2ccc([N+](=O)[O-])cc2)CC1 (stereo not drawn)	-0.2	4.3
O=C(NCCc1ccc(Cl)cc1)c1cc2c(s1)CSC2	-4.3	-4.5
COc1ccc(Br)cc1/C=C1\N=C(c2cc([N+](=O)[O-])ccc2Cl)OC1=O	-1.9	-0.6
Cc1ccccc1N1C(=O)c2ccc(-c3nc4ccccc4c(=O)o3)cc2C1=O	3.2	-0.8
COC(=O)C1=C(C)NC(=O)NC1c1cccs1 (stereo not drawn)	5.8	5.7
O=C1C2C3C=CC(C3)C2C(=O)N1Nc1c(Cl)cc(Cl)cc1Cl (stereo not drawn)	1.6	1.9
Cc1ccc(C2=NN(C(=O)OC(C)(C)C)C(O)(C(F)(F)F)C2)cc1 (stereo not drawn)	3.1	-1.4
COc1ccc(-c2cc(NC(=O)c3ccc(F)cc3Cl)ccc2OC)cc1	-2.7	-9.6
COc1ccc(CNC(=O)CCCc2nnc3n4nc(C)nc4c4ccccc4n23)cc1	-4.3	-4.3
O=C(Cn1c2c(c(-c3ccccc3Cl)cc1=O)CCC2)NC1CCCC1	1.6	8.6
Cc1ccc(NC(=O)CSc2nc(-c3ccccc3)cn2-c2ccccc2F)cc1	-0.6	3.6
Cc1ccc2cc(CN(CC3CCCO3)C(=O)C3CCC3)c3nnnn3c2c1 (stereo not drawn)	0.1	-1.5
Cc1ccc(CCNS(=O)(=O)c2ccc3c(c2)OCCN3C)cc1	1.2	2.6
CCCn1c(=O)c2c(nc3n2CC(C)CN3c2cccc(Cl)c2)n(C)c1=O (stereo not drawn)	2.1	3.5
CCOC(=O)CCN(Cc1ccccc1F)S(=O)(=O)c1ccc([N+](=O)[O-])cc1	1.2	-3.3
O=C(Nc1cc(Cl)ccc1Cl)c1ccccc1O	0.0	26.9*
O=C(N/N=C/c1cccc([N+](=O)[O-])c1)c1ccccc1[N+](=O)[O-]	-0.5	-3.2
O=C(c1ccco1)N1CCN(C(=O)C2(S(=O)(=O)c3ccc(Cl)cc3)CC2)CC1	3.1	4.5
CCCCC(=O)NC(=S)NNC(=O)c1ccc(OC)cc1	1.8	-3.7
COc1cc(/C=N/NC(=O)c2ccc([N+](=O)[O-])cc2Cl)cc(OC)c1OC	-2.0	7.0
CCCn1c(=O)n(-c2ccc(F)cc2)c(=O)c2c3c(sc21)CN(C(=O)OCC)CC3	-1.8	-4.4

Carrying on.
SMILES	GPR119 beta-arrestin	GPR151 activators
CCOc1ccc(C(=O)Nc2nc3c(s2)CCc2ccccc2-3)cc1	-2.7	2.1
Cc1cccc(C)c1NC(=O)Cn1cc2c(n1)CCCC2	-2.7	-1.9
N=C(N)SCc1csc2c1CCCC2	-1.9	1.3
Nc1nc(NC(=O)c2ccccc2)nn1-c1ccccc1	-2.2	-4.7
O=C1NC(c2ccc(Cl)cc2Cl)Oc2ccccc21 (stereo not drawn)	3.4	6.4
CCNc1nc2ccccn2c(=O)c1/C=C1\SC(=S)N(Cc2ccco2)C1=O	3.4	0.7
CC(=O)c1ccc(NC(=O)COC(=O)c2ccc3c(c2)nc(C)n3-c2ccccc2)cc1	-3.8	-2.9
COc1ccc(C(=O)Nn2c(-c3ccc(F)cc3)nc3ccccc3c2=O)cc1Br	-2.3	-2.5
Cc1ccc(NC(=O)/C(=C\c2ccco2)NC(=O)c2cccc(C)c2)cc1	0.3	1.0
Cc1ncc(CO)c2cc(C(=O)Nc3ccccc3F)c(=N)oc12	-0.9	-1.1
Cc1ccc(NC(=O)CSc2nc3ccccc3nc2Cc2cccc([N+](=O)[O-])c2)cc1Cl	7.4	0.3
Cc1ccc(-n2nc3c(c2NC(=O)C2(c4ccc(Cl)cc4)CCCC2)CSC3)cc1	3.1	-0.6
COc1cc(SC)ccc1C(=O)Nc1cc(C(F)(F)F)ccc1Cl	-0.2	0.9
Cc1cc(Oc2nc3ccccn3c(=O)c2/C=C(\C#N)C(=O)N2CCCCC2)ccc1Cl	-22.9	-49.3
CCCN(CCC)Cc1c(C(=O)N/N=C/c2ccccc2OC)nnn1-c1nonc1N	3.2	0.4
CCOC1(OCC)N=C(N)C2(C#N)C(c3ccc(F)cc3)C12C#N (stereo not drawn)	1.6	4.6
CCN1C(=O)/C(=C\C=C2/Sc3c(ccc4ccccc34)N2CC)SC1=Nc1ccc(OC)cc1	-5.0	-8.1
O=C(COc1ccccc1)NCCc1ccc(F)cc1	0.1	-4.7
O=C(Cn1ccc2ccc([N+](=O)[O-])cc21)N1CCc2ccccc21	0.9	-3.2
COc1ccc(OC)c(S(=O)(=O)NCCc2csc(-c3cccnc3)n2)c1	-3.6	-1.4
CC1=C(c2ccc(C)cc2)S(=O)(=O)NC1=NC1CCCCC1C (stereo not drawn)	2.2	2.2
O=C1c2ccncc2C(=O)N1CN1CCOCC1	0.7	0.3
Cc1ccccc1NC(=O)N1CCC(CN2CCCC2)CC1	-1.0	0.8
COc1ccc(C2SCC(=O)N2c2ccc(OC)c(Cl)c2)cc1 (stereo not drawn)	1.3	-0.7
Cc1nonc1NC(=O)CSc1nc2c(C)ccc(C)c2cc1C#N	-1.3	-2.3

Full records as entered above. Values in the order: GPR119 beta-arrestin, GPR151 activators
CCOC(=O)CCN(Cc1ccccc1F)S(=O)(=O)c1ccc([N+](=O)[O-])cc1 is listed with 1.2, -3.3
Cc1cc(Oc2nc3ccccn3c(=O)c2/C=C(\C#N)C(=O)N2CCCCC2)ccc1Cl is listed with -22.9, -49.3

Next section.
SMILES	GPR119 beta-arrestin	GPR151 activators
CCCN(C(=O)Cc1nc(N)n[nH]1)C1(C(=O)Nc2c(C)cccc2C)CCCCC1	2.3	-3.2
Cc1cnc(C)c(NC2CCCCNC2=O)n1 (stereo not drawn)	3.2	3.8
CCC(C)c1ccccc1OCCON1C(=O)CCC1=O (stereo not drawn)	3.8	9.8
Cc1cc(/C=C2\SC(=S)NC2=O)c(C)n1-c1ccc([N+](=O)[O-])cc1	-3.5	-8.8
COc1cc(CNc2ccc3ncc(-c4cnn(C)c4)n3n2)cc(OC)c1OC	1.8	8.3
Cn1cc(CCC(=O)N2CCCC(C(=O)Nc3cccc(-c4ccc(F)cc4)c3)C2)cn1 (stereo not drawn)	1.5	-0.5
COc1ccc(/C=C\C23N(Cc4ccccc4)C(=O)CN2c2ccccc2C3(C)C)cc1 (stereo not drawn)	-0.1	-0.3
N#Cc1ccc(NC(=O)c2cc(-c3cccs3)on2)cc1	-1.6	-5.5
CCOC(=O)c1sc(NC(=O)c2ccc(OC)c(Cl)c2)nc1C	-2.6	-5.3
COc1ccc(Cl)cc1NC(=O)c1cc(-c2ccc(C)cc2C)nc2ccccc12	-1.0	-3.2
COc1ccc(C2CC(=O)C3=C(C2)Nc2ccccc2NC3c2cccc(F)c2)cc1OC (stereo not drawn)	-3.7	3.5
O=C(CCSCCc1ccccn1)NCCc1ccc(Cl)cc1	0.1	-0.6
CC(C)C[C@@H]1NC(=O)[C@H]2CN(Cc3cn(C)nc3-c3ccccc3)CCN2C1=O	0.5	3.8

Structures from the list above that have fluorine:
SMILES	GPR119 beta-arrestin	GPR151 activators
Cc1nnsc1C(=O)N/N=C/c1ccc(OC(F)(F)F)cc1	-1.4	3.9
O=C(c1ccccc1F)N1CCN(C2CC(=O)N(c3cccc(Cl)c3)C2=O)CC1 (stereo not drawn)	-0.9	-4.2
Cn1c(C(=O)Nc2ccc(F)cc2)cc2c(=O)oc3ccccc3c21	-2.2	-4.9
CC1=C(C(=O)OCc2ccco2)C(c2ccc(F)cc2)NC(=O)N1 (stereo not drawn)	0.9	3.7
Cc1ccc(Nc2ncnc3sc(C)c(C)c23)cc1F	-1.1	7.8
O=C(NC(=S)N1CCN(c2ccc([N+](=O)[O-])cc2)CC1)c1ccc(F)cc1	0.6	7.2
C=C(CC(NP(=O)(OCC)OCC)(C(=O)OC)C(F)(F)F)c1ccccc1 (stereo not drawn)	3.9	1.4
CC(=O)NCC1Cc2cc(F)cc(-c3ccc(C(C)=O)s3)c2O1 (stereo not drawn)	-2.6	2.2
Cc1ccc(C2=NN(C(=O)OC(C)(C)C)C(O)(C(F)(F)F)C2)cc1 (stereo not drawn)	3.1	-1.4
COc1ccc(-c2cc(NC(=O)c3ccc(F)cc3Cl)ccc2OC)cc1	-2.7	-9.6
Cc1ccc(NC(=O)CSc2nc(-c3ccccc3)cn2-c2ccccc2F)cc1	-0.6	3.6
CCOC(=O)CCN(Cc1ccccc1F)S(=O)(=O)c1ccc([N+](=O)[O-])cc1	1.2	-3.3
CCCn1c(=O)n(-c2ccc(F)cc2)c(=O)c2c3c(sc21)CN(C(=O)OCC)CC3	-1.8	-4.4
COc1ccc(C(=O)Nn2c(-c3ccc(F)cc3)nc3ccccc3c2=O)cc1Br	-2.3	-2.5
Cc1ncc(CO)c2cc(C(=O)Nc3ccccc3F)c(=N)oc12	-0.9	-1.1
COc1cc(SC)ccc1C(=O)Nc1cc(C(F)(F)F)ccc1Cl	-0.2	0.9
CCOC1(OCC)N=C(N)C2(C#N)C(c3ccc(F)cc3)C12C#N (stereo not drawn)	1.6	4.6
O=C(COc1ccccc1)NCCc1ccc(F)cc1	0.1	-4.7
Cn1cc(CCC(=O)N2CCCC(C(=O)Nc3cccc(-c4ccc(F)cc4)c3)C2)cn1 (stereo not drawn)	1.5	-0.5
COc1ccc(C2CC(=O)C3=C(C2)Nc2ccccc2NC3c2cccc(F)c2)cc1OC (stereo not drawn)	-3.7	3.5

Compound activity (PubChem)

A portion of the library (hit frequency here may not be typical).
